From PubChem BioAssay
mcGAS inh: blocks mouse cGAS activity; 0.15% of 160,000 active; AID 1259399; inhibition, % at 12.5 µM; recombinant cGAS, Kinase-Glo ATP depletion luminescence; Q8C6L5;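 note: 0% = negative control wells and 100% = reference inhibitor with no enzyme activity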
hcGAS inh: human cGAS inhibition | Q8N884 | 0.081% of 290,000 active | AID 1259398 | recombinant h-cGAS, ATP depletion, Kinase-Glo luminescence | inhibition, % at 12.5 µM;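 note: 0% = vehicle reaction and 100% = reaction without DNA for no activity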
Target sequence (Q8N884 whole entry, looked up): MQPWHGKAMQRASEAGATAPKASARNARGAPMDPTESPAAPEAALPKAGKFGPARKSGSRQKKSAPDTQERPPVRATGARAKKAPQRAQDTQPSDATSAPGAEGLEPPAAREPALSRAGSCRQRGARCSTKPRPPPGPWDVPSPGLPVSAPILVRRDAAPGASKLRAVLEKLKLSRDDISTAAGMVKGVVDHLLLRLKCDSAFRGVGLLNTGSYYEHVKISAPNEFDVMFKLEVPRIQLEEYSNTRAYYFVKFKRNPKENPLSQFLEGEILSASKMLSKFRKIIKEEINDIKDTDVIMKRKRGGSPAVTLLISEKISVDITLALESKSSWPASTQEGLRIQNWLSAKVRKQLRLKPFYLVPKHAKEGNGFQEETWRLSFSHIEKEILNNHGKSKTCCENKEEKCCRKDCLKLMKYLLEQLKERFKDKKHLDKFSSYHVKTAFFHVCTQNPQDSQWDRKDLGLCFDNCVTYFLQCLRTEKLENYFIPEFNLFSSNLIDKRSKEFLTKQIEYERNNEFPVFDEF
NPYLR7 agonist: activates Aedes aegypti NPYLR7 receptor; HEK293T NPYLR7/Galpha15, GCaMP6s calcium fluorescence; activation, % at 10 µM; 0.15% of 270,000 active; AID 1259423; in the data active = activation above about 40%;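 note: 0% = vehicle and 100% = reference agonist at the receptor; some compounds past the cut are filed as inactive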
* marks the source's active call; other numbers are inactive results; x = not tested or not shown; & = joins results of further samples. Cut-off read from the data, not from the text of the source, unless noted: active = inhibition above about 40%; inactive = the rest.

SMILES | mcGAS inh | hcGAS inh | NPYLR7 agonist
O=C(Nc1ccc(O)c(-c2nc3ccccc3o2)c1)c1cc(Cl)ccc1Cl | -7 | -4 | 9
Brc1ccc(NCc2cccs2)cc1 | x | -18 | 1
CSc1ncc(CNCc2ccccc2)c(N2CCC(N3CCCCC3)CC2)n1 | -5 | -2 | 2
Cc1n[nH]c(C)c1Cc1nnc(SCC(=O)O)n1C1CC1 | -9 | -5 | 12
CC12C(=O)OC(=O)C1(C)C1CCC2O1 (configuration not stated) | -3 | -4 | 2
O=C(COc1ccccc1)NNC(=O)c1ccc(Cl)cc1 | x | -4 | 15
COCCNC(=O)[C@@H](C)C1CC[C@@]2(C)Cc3sc(NC(=O)CN(C)C)nc3[C@@H](C)[C@@H]2[C@H]1O (some centres not stated) | -8 | -7 | -7
CC1(C)c2sc(=O)[nH]c2SC2C(=O)N(c3ccc(Br)cc3)C(=O)C21 (configuration not stated) | x | -4 | 5
O=C(O)COc1ccc(/C=C2\SC(=Nc3ccccc3)N(c3ccccc3)C2=O)cc1 | -3 | -3 | 0
CC(C)NC(=O)CSc1nc2c(-c3ccccc3)c[nH]c2c(=O)n1C | 1 | -2 | -3
Cn1nc(C(=O)Nc2cc(Cl)ccc2-n2cncn2)ccc1=O | -6 | -10 | 6
O=C(C1CCCN(C2CCN(Cc3ccc4c(c3)OCO4)CC2)C1)N1CCCC1 (configuration not stated) | -4 | 5 | -3
CN(c1ccc(Cl)cc1)S(=O)(=O)c1cc(C(=O)O)ccc1Cl | 2 | 2 | 1
CN(CC(=O)NC1CC1)C(=O)CSc1ncccc1Cl | -9 | -4 | 4
COc1ccc(/C=C2\SC(=Nc3cc(C)cc(C)c3)NC2=O)c(OC)c1 | -3 | -4 | -7
CC(C)Sc1nnc(CN2CCCC2)n1Cc1ccccc1 | x | -10 | 1
CCc1nnc2c(=O)n(-c3ccc(F)c(F)c3)ccn12 | -1 | -2 | -17
Cc1cc(I)ccc1S(=O)(=O)NCCCN1CCOCC1 | -1 | 3 | 3
COc1cccc(Cn2c(C(=O)N3CCN(C(=O)C(C)Cl)C(C)C3)cc3ccsc32)c1 (configuration not stated) | -4 | -2 | -1
COC(=O)C(CO)NC(=O)c1cccnc1Nc1cccc(C(F)(F)F)c1 (configuration not stated) | -1 | -5 | 3
CC1(Cc2ccc(Cl)c(Cl)c2)C(=O)Nc2c(Cl)ccc(Cl)c21 (configuration not stated) | 1 | 3 | -5
Cc1cccc(-c2nc(C)c(C(C)C)c(N3CCN(C(=O)NCc4ccccc4)CC3)n2)c1 | -8 | -6 | 4
Cc1ccccc1N1CCN(C(=O)Cc2c[nH]c(=O)[nH]c2=O)C(C)C1 (configuration not stated) | x | -3 | 8
COc1ccccc1-c1onc(C)c1C(=O)NCCSCc1ccco1 | -7 | -8 | -2
O=C(O)c1cc(-c2ccccc2)nn1-c1cccc(Cl)c1 | x | -1 | 4
COc1ccccc1NC(=O)N(CC(=O)N(Cc1ccc2c(c1)OCO2)Cc1ccco1)C(C)C | -6 | -15 | -5
Cc1ccc(C(=O)N2CCCc3cc(F)ccc32)cc1NS(C)(=O)=O | x | -5 | 3
Oc1ccc2c(c1)[nH]c1ccccc12 | x | -1 | -3
COc1nc(N(C)C)nc(-n2nnc(C(C)=O)c2C)n1 | x | 4 | -1
O=C(NC1CCN(c2ccccc2C(=O)NCc2ccc3c(c2)OCO3)CC1)c1ccc(Cl)cc1Cl | 0 | 0 | -15
COc1ccc(/C=C2\C=C(c3ccccc3)N(c3cccc(Cl)c3Cl)C2=O)cc1Br | 2 | 2 | -1
CCOC(=O)CCC(=O)Nc1nnc(SCc2cccc(Cl)c2F)s1 | -4 | -5 | 12
Cc1nc(S(=O)(=O)N2CCN(CC(OCc3c(F)cccc3F)c3ccc(Cl)cc3)CC2)cn1C (configuration not stated) | -7 | -3 | x
Cc1ccccc1C(C)NC(=O)c1ccccc1N(C)C(=O)C1CC1 (configuration not stated) | x | -20 | 3
COc1cccc(OCC(O)CNC(=O)c2ccc3oc(C(C)C)nc3c2)c1 (configuration not stated) | x | -8 | 6
CC1CCN(C(=O)NCCc2cccc(C(=O)N(C)C)c2)C1 (configuration not stated) | -7 | -7 | 4
CCCN(CCC)c1c(Cl)c(Cl)nc(C(=O)O)c1Cl | x | -4 | 0
O=C(c1ccc(-c2cc(-c3cccc4c3OCCO4)[nH]n2)cc1)N1CCC(Cc2ccccc2)CC1 | -5 | -3 | 18
O=S(=O)(NN=C1CCCc2ccccc21)c1ccc(Br)cc1 | x | -8 | -6
CCOCCN1CCN(C2c3ccccc3CSc3ccccc32)CC1 (configuration not stated) | x | -9 | -8

Next structures
Structure	mcGAS inh	hcGAS inh	NPYLR7 agonist
O=C(NCCC1=CCCCC1)C1(n2cnnn2)CCCCC1	-5	0	x
O=C(c1ccc2ncsc2c1)N1CCCC(O)(CO)C1 (configuration not stated)	x	-12	4
CCOC(=O)N1CCC(N2CCN(c3cc(N(C)CC)ncn3)CC2)CC1	x	-4	-1
COC(=O)C1=C(C)NC2=C(C(=O)CCC2)C1c1cc(Br)c(C)s1 (configuration not stated)	x	-5	5
O=C(Cn1c(C2CC2)nc2ccccc21)N1CCCC1c1ccccn1 (configuration not stated)	x	-6	-5
CCOC(=O)c1cnc(-c2ccc(C(F)(F)F)cc2)nc1NCc1ccncc1	-4	0	1
C=CCn1c(SCC(N)=O)nc2c1c(=O)n(C)c(=O)n2C	x	-7	10
O=C(NCC1CC2CCC1C2)C(=O)Nc1cccnc1N1CCCC1 (configuration not stated)	x	-5	10
CS(=O)(=O)c1ccc2nc(NC(=O)c3cnc4ccccc4n3)sc2c1	x	0	2
CN1CCN(C(=O)c2c3c(nc4ccccc24)CCN(C(=O)/C=C/c2ccoc2)C3)CC1	x	-7	0
CNC(=O)c1cc(S(=O)(=O)N2CCCc3cccc(Cl)c32)cn1C	x	-4	0
CC1(C)O[C@@H]2C[C@@](OCc3cccc(F)c3)(C(=O)NC3CC3)CC(OCc3c(F)cccc3F)[C@@H]2O1 (some centres not stated)	-7	-2	4
O=S(=O)(NC1C2COCC1CN(CC1CCOCC1)C2)c1ccccc1 (configuration not stated)	x	-1	11
CN(C(=O)CSc1nc(N)c(NC(=O)c2ccccc2)c(=O)[nH]1)c1ccccc1	-8	-5	-5
Cc1ccsc1CN(Cc1ccc(C(O)(c2cccc(F)c2)c2cccc(F)c2)o1)C1CC1	0	-2	-11
COc1cccc(-c2cnc(-c3cccc(CNC(=O)c4ccco4)c3)[nH]2)c1	-4	1	-1
COc1ccc(S(=O)(=O)NCc2ccc3c(c2)OCO3)c(C)c1C	-8	2	2
O=C(c1ccc(Br)cc1)c1ccc(F)cc1F	x	10	3
Cc1ccc(C)c(-n2nc(-c3ccccc3)cc2C(=O)O)c1	x	3	-16
COc1ccc(-c2nnc(SCC(=O)N3CCOCC3)o2)cc1	x	-8	-2
O=C(NCc1ccc2c(c1)OCO2)c1cc(-c2ccc(F)cc2)nc2cc(-c3ccccc3)nn12	-7&-6	-9&-3	10&20
COCCn1cc(C(=O)NCCc2ccc(OC)cc2)c2nn(-c3ccccc3)c(=O)c-2c1	-8	-6	4
CCC(NC(=O)Nc1cc(C(C)(C)C)nn1C(C)(C)C)c1cnn(CC)c1 (configuration not stated)	x	8	1
C/C=C\COC1CCCN(C(=O)c2ccc(F)cc2)C1 (configuration not stated)	-7	-7	0
CCc1nc2c(OCc3ccc(C#N)cc3)cccn2c1N(C)C(=O)C(C)C	-2	-1	2

An excerpt of these results, with values under each structure:
Screens in order: mcGAS inh, hcGAS inh, NPYLR7 agonist
- CCc1nnc2c(=O)n(-c3ccc(F)c(F)c3)ccn12
 : -1, -2, -17
- Cc1cc(I)ccc1S(=O)(=O)NCCCN1CCOCC1
 : -1, 3, 3
- COc1cccc(Cn2c(C(=O)N3CCN(C(=O)C(C)Cl)C(C)C3)cc3ccsc32)c1 (configuration not stated)
 : -4, -2, -1
- COC(=O)C(CO)NC(=O)c1cccnc1Nc1cccc(C(F)(F)F)c1 (configuration not stated)
 : -1, -5, 3
- CC1(Cc2ccc(Cl)c(Cl)c2)C(=O)Nc2c(Cl)ccc(Cl)c21 (configuration not stated)
 : 1, 3, -5
- Cc1cccc(-c2nc(C)c(C(C)C)c(N3CCN(C(=O)NCc4ccccc4)CC3)n2)c1
 : -8, -6, 4

4 entries from above, field by field:
CN(C(=O)CSc1nc(N)c(NC(=O)c2ccccc2)c(=O)[nH]1)c1ccccc1
  mcGAS inh: -8
  hcGAS inh: -5
  NPYLR7 agonist: -5
Cc1ccsc1CN(Cc1ccc(C(O)(c2cccc(F)c2)c2cccc(F)c2)o1)C1CC1
  mcGAS inh: 0
  hcGAS inh: -2
  NPYLR7 agonist: -11
COc1cccc(-c2cnc(-c3cccc(CNC(=O)c4ccco4)c3)[nH]2)c1
  mcGAS inh: -4
  hcGAS inh: 1
  NPYLR7 agonist: -1
COc1ccc(S(=O)(=O)NCc2ccc3c(c2)OCO3)c(C)c1C
  mcGAS inh: -8
  hcGAS inh: 2
  NPYLR7 agonist: 2

(further entries)
Structure	mcGAS inh	hcGAS inh	NPYLR7 agonist
CCOC(=O)CCCN(CCCOC)CC(=O)N1CCSC1c1ccc(OC)cc1 (configuration not stated)	0	-3	2
Cc1cc(Cl)ccc1C(=O)C1CCCN(C(=O)C2CCCCC2)C1 (configuration not stated)	-10	-9	3
O=C(CSc1ncccn1)N1CCC2(CCc3ccccc32)C1 (configuration not stated)	x	0	-3
c1ccc(CNc2nc(NCc3ccco3)nc(N3CCOCC3)n2)cc1	0	1	-9
CC(=O)Nc1ccc(C(=O)N2CCn3cncc3C2)c(C)c1	-11	-8	2
Cc1ccc(OCc2cccc(C(=O)NC(C)C)c2)cn1	x	-1	-3
N#Cc1ccc(NC(=O)N2CCc3ccccc3C2c2ccccc2Cl)cc1 (configuration not stated)	-7	-4	1
Cc1ccc(OC2(C(=O)N3CC(N4CCCCC4)C3)CCNCC2)cn1	-5	-14	x
CC(=O)Nc1cccc(C(=O)N2CCN(Cc3ccc(-c4noc(CC(C)C)n4)cc3)CC2)c1	-9	-5	8
CCOC(=O)c1cc(-c2ccc(N3CCN(C(=O)COc4ccccc4)CC3)cc2)n(-c2ccc(OC)cc2)n1	-4	-1	4
Cc1cc(-c2nc(CCc3ccccc3)nn2-c2ccccn2)cc(=O)[nH]1	x	-7	25
CC(CNC(=O)Cc1ccccc1O)Oc1ccccc1F (configuration not stated)	x	-9	10
O=C(CN1C(=O)[C@@H]2CCCN2C(=O)c2ccccc21)N(Cc1ccccc1)C[C@@H]1CCC[C@@H]1O	x	5	-2
Clc1ccc(CSc2nnc(-c3ccc4c(c3)OCO4)o2)cc1	x	1	-1
COCCOCC(=O)Nc1ccc2[nH]cc(CCN3CCN(c4cccc(C(F)(F)F)c4)CC3)c2c1	-5	-3	15
CC(=O)Nc1ccc(S(=O)(=O)N2CCC3(CC2)NC(=O)c2c(Cl)cccc2N3)cc1	-4	-1	1
O=c1[nH]c(CNCc2ccco2)nc2scc(-c3ccccc3F)c12	x	1	35
CC(C)(N)c1cn(CC2CCCN(c3ccnc4cc(Cl)ccc34)C2)nn1 (configuration not stated)	x	-9	-1
CC(C)CC(=O)N1CCC2(CC1)SCCN2C(=O)c1ccccc1F	-4	-7	-5
CCCc1nc(NCc2ccccc2-n2ccnc2)c2cnn(C)c2n1	-18	-4	25
COc1cc(/C=C2\SC(=S)N(CC(=O)O)C2=O)ccc1O	-6	-9	56
O=S(=O)(NCCCNC1CCCCC1)c1ccccc1F	x	-5	2
CC1CCN(c2ccc(NC(=O)c3ccc4nncn4c3)cc2)C1 (configuration not stated)	x	-6	9
